Source: PubChem BioAssay
NALP1 inh: inhibitors of NALP1 inflammasome in yeast; S. cerevisiae NALP1/ASC/caspase-1 growth, X-gal OD620, 72 h; 280,000 compounds, 0.61% hits; AID 2071; inhibition, % at 10 µM; in the data active means inhibition mostly above about 24%, no sharp cut-off; inactive means mostly below about 32%; further: some compounds called inactive have numbers as strong as hits
MEKK2mut PB1 HTS: signal of MEK5 binding to mutant human MEKK2 PB1 domain. bead flow cytometry, Alexa488-MEK5 binding to MEKK2 mutant. percent response, % at 10 µM. 290,000 compounds, 0.35% hits. AID 1530; in the data active means percent response above about 24%, passing the limit was not always enough; further: inactives centre near 1; some results filed as inactive read as strong as hits; reference of the scale not given here
MEKK2wt PB1 HTS: raises or lowers MEK5 binding to wildtype human MEKK2 PB1 domain. binding response (% of control), % at 10 µM. 290,000 compounds, 1.1% hits. bead flow cytometry, Alexa488-MEK5 binding to MEKK2 WT; actives lie on both sides. Q9Y2U5; in the data active means binding response below about 67% or above about 130%; inconclusive means no clear call, values can overlap the other calls; inactive means in between
OXTR potentiate: potentiates the human oxytocin receptor response; CHO-OTR cells, Fluo-8 calcium fluorescence, potentiator mode; 0% = oxytocin EC15, 100% = EC100; activation, % at 3 µM; 320,000 compounds, 0.061% hits;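 active means activation above that plate's cutoff, the mean activation of tested compounds plus 3 SD, cut at about 6.6% in these data, passing the limit was not always enough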;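 further: 100% uses oxytocin at 75 nM as the full agonist control; some results filed as inactive read as strong as hits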
Target sequence (P30559 whole entry, looked up): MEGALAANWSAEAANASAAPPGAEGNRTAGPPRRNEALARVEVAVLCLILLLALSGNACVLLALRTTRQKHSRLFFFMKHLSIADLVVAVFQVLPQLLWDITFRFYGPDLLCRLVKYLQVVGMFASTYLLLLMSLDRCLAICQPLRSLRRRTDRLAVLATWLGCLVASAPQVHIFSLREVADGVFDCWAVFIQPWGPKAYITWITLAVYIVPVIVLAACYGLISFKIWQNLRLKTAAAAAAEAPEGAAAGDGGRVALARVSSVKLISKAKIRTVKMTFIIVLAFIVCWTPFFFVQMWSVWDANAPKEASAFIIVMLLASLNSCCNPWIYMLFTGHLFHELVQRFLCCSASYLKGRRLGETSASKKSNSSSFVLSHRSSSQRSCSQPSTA
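test system = CHO-OTR cells, human receptor | compound = single-point 3.0 µM | schedule = 6 min compound pre-incubation at room temperature, 100 s kinetic read | signal = Fluo-8 no-wash calcium dye fluorescence, excitation 470-495 nm, emission 515-575 nm | repeats = single well per compound, singlicate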
V1R ag counter: V1a receptor agonism, counter-screen for OXTR agonists | 320,000 compounds, 0.25% hits | P37288 | activation, % at 3 µM | AID 2797 | CHO-V1R cells, Fluo-8 calcium fluorescence, agonist mode; 0% DMSO, 100% 3 nM vasopressin;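 active means activation above the mean activation of all tested compounds plus 3 SD, per screening run, cut at about 20% in these data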;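 further: signal is peak over basal fluorescence ratio across a 100 second FLIPR read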
GPR7 antag: human neuropeptides B/W receptor 1 antagonism | AID 1861 | GPR7-expressing cells, fluorescence antagonist assay | 290,000 compounds, 1.1% hits | inhibition, % at 4.4 µM; in the data active means inhibition above about 16%, passing the limit was not always enough;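 further: cells stimulated with the agonist NPW; 0% = agonist with vehicle and 100% = vehicle without agonist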
Target sequence (P48145 whole entry, looked up): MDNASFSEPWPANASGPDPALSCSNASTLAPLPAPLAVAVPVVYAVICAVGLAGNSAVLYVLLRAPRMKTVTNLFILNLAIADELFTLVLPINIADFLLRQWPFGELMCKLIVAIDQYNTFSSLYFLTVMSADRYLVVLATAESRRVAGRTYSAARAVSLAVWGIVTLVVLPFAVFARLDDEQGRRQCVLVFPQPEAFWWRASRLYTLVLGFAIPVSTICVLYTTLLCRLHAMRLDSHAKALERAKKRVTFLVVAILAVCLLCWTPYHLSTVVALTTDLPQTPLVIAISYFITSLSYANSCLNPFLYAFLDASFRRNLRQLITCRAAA
M18AAP inhibitor: blocks P. falciparum M18 aspartyl aminopeptidase; recombinant PfM18AAP, H-Glu-NHMec fluorogenic cleavage; inhibition, % at 7.35 µM; 290,000 compounds, 1.2% hits;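 active means inhibition above the campaign mean inhibition over all tested compounds plus 3 SD, cut at about 28% in these data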;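 further: 0% = plate median of test compound wells and 100% = 2 mM ZnCl2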
GalR3 antagonist: antagonists of human GalR3. O60755. HEK293 GalR3-CNG cAMP membrane potential fluorescence; galR3 body fused to GalR1 C-terminus. inhibition, % at 3 µM. 360,000 compounds, 0.44% hits;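 active means inhibition above the screen-wide average plus 3 SD, cut at about 13% in these data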;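 further: forskolin and galanin both at EC90 stimulate the cells; cAMP rise reported by CNG channel membrane potential dye signal; 0% = forskolin plus galanin with DMSO and 100% = forskolin alone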
Target sequence (O60755 1-299 limits assumed): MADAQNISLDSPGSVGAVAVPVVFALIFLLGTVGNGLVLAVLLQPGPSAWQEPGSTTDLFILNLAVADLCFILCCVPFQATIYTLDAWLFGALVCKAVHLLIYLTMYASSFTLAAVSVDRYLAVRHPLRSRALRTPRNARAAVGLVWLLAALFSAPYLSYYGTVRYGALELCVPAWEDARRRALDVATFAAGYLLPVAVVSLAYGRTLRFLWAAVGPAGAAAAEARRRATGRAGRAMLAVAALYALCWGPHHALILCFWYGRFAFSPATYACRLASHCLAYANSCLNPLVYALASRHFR
OXTR agonist: activates the human oxytocin receptor. P30559. CHO-OTR cells, Fluo-8 calcium fluorescence; normalized: DMSO 0%, oxytocin 100%. activation, % at 3 µM. 320,000 compounds, 0.32% hits. AID 2435;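 active means activation above the mean of all tested compounds plus 3 SD, cutoff set per screening run, cut at about 20% in these data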;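 further: peak over basal fluorescence ratio from a 100 s FLIPR kinetic read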
Active calls of the source: *; ? = inconclusive; · = no result given; & = joins results of further samples.

The line under a structure holds: NALP1 inh, MEKK2mut PB1 HTS, MEKK2wt PB1 HTS, OXTR potentiate, V1R ag counter, GPR7 antag, M18AAP inhibitor, GalR3 antagonist, OXTR agonist
- Cc1ccn2c(NC(=O)C(C)(C)Oc3ccc(Cl)cc3)c(-c3cccs3)nc2c1
  18, 11, 90, 1, -1.7, -6, 0, -6, -2.3
- COc1ccc(C2CC(C(F)(F)F)n3nc(C(=O)N(C)Cc4cn(C)nc4C)c(Cl)c3N2)cc1 (configuration not stated)
  -10, 4, 98, -17, 0.0, -15, -4, -2, -0.5
- CCOC(=O)c1c(C)n(C)c2ccc(OC(=O)c3ccc(N4C(=O)CCC4=O)cc3)cc12
  18, -2, 100, -10, 2.2, -8, 57*, 6, 1.4
- Cc1cc2oc(=O)cc(COC(=O)Cn3cnnn3)c2cc1C(C)C
  -78, -5, 90, -4, -0.6, -6, -8, -3, -0.2
- CC(=O)Nc1ccc(S(=O)(=O)NCCC(=O)NC(C)c2cccs2)cc1 (configuration not stated)
  ·, ·, ·, 0, 1.5, ·, ·, 2, 1.4
- COc1ccc(/C=C/C(=O)O)cc1S(=O)(=O)N1CCCC1
  7, 18, 106, -6, 0.2, 3, -3, 1, 0.7
- Cn1c(C=O)c(C#Cc2ccccc2)c2ccccc21
  ·, ·, ·, -1, 0.2, ·, ·, -9, 1.0
- Cc1ccc(Nc2nc(Cl)nc(NC3CCCCC3)n2)cc1
  -6, 3, 108, -23, 0.0, -23, 1, -11, -2.1
- CCOc1ccc(S(=O)(=O)N2CC(=O)Nc3ccccc32)cc1C#N
  -4, 0, 102, 0, -0.7, -12, 3, -9, 1.2
- CNC(=S)N1N=C(c2ccc(C)cc2)CC1c1ccc(OC)c(OC)c1 (configuration not stated)
  14, -2, 91, 0, 0.4, 0, 3, 3, -2.1

More structures follow:
The line under a structure holds: NALP1 inh, MEKK2mut PB1 HTS, MEKK2wt PB1 HTS, OXTR potentiate, V1R ag counter, GPR7 antag, M18AAP inhibitor, GalR3 antagonist, OXTR agonist
- c1n[nH]c(NCc2ccc3c(c2)OCO3)n1
  19, -3, 96, -11, -0.6, 5, 7, 0, -0.1
- Cc1ccc(CNC(=O)Cn2c([N+](=O)[O-])cnc2C)cc1
  32, 2, 103, -5, 0.6, 1, 0, 3, -0.3
- O=S(=O)(NC1CCN(S(=O)(=O)c2c(F)cccc2F)C1)c1ccc2c(c1)OCCO2 (configuration not stated)
  ·, ·, ·, -8, 10.0, ·, ·, 0, 11
- Cc1cc(C)c(C#N)c(SCS(=O)Cc2ccc(Cl)cc2)n1 (configuration not stated)
  14, 3, 106, 0, -0.5, 23, -7, -12, -1.8
- COc1ccc(CCNCc2csc3nc4ccccc4n23)cc1OC
  6, 18, 120, -9, 6.6, 6, -13, -6, 6.2
- Cc1ccc(NC(=S)N2C3CCCC2CC(NC(=O)C2CC2)C3)cc1C (configuration not stated)
  -18, 4, 96, -2, 1.0, -12, 6, -4, -0.6
- CN1CCC(=NOc2ccc([N+](=O)[O-])cc2)CC1
  12, -2, 94, -11, 1.7, 2, -2, -6, 2.0
- CN(CC(=O)Nc1cccc(F)c1)C(=O)c1cccc2ccccc12
  ·, ·, ·, 0, 1.6, ·, ·, -5, 1.0
- Cc1ccccc1NCC(=O)N/N=C\c1ccc2c(c1)OCO2
  -4, -2, 98, -4, 0.7, -2, 2, -4, 1.6
- Cc1ccc(COCCN2CCN(S(=O)(=O)c3ccccc3)CCC2=O)cc1
  4, 7, 106, -3, 1.0, ·, ·, -6, 3.3

Other records:
The line under a structure holds: NALP1 inh, MEKK2mut PB1 HTS, MEKK2wt PB1 HTS, OXTR potentiate, V1R ag counter, GPR7 antag, M18AAP inhibitor, GalR3 antagonist, OXTR agonist
- COc1ccc(/C(=N/Nc2ncnc3ccccc23)C(=O)O)cc1
  -24, 7, 101, -2, -0.3, 1, 12, -7, 0.2
- CC(C)CCN(C(=O)c1ccc(N2CCCC2=O)cc1)c1c(N)n(Cc2ccccc2)c(=O)[nH]c1=O
  ·, ·, ·, -3, 0.4, ·, ·, -3, -0.3
- Cc1ccc(C(=O)Nc2ccc(Nc3ccccc3)cc2)cc1C
  ·, ·, ·, 0, -0.1, ·, ·, -4, -2.3
- CCCCC(C(=O)OCC)C(N)Cc1ccc(F)cc1 (configuration not stated)
  12, 0, 103, 2, 3.4, 15, -3, -10, 6.0
- O=C(C1CCCCC1)N1CCN(S(=O)(=O)c2cccc([N+](=O)[O-])c2)CC1
  -4, 0, 99, -4, 1.3, 5, 0, 2, 1.2
- CCOC(=O)C1CCCN(Cc2ccc(OC)cc2OC)C1 (configuration not stated)
  -12, -15, 84, -1, 0.1, 12, -6, -2, 1.1
- CC1(C)Nc2ccccc2N(CCC(=O)N2CCOCC2)C1=O
  -5, -3, 101, -5, 1.5, -4, -5, 2, 0.0
- O=C(N/N=C/c1ccc(OC(=O)c2ccco2)cc1)c1ccncc1
  12, 5, 98, 4, 0.5, -6, 7, -2, 0.6
- Nc1ccc(CCNc2ncnc3c2ncn3[C@@H]2O[C@H](CO)[C@@H](O)[C@H]2O)cc1
  ·, 6, 115, 3, 0.8, ·, ·, 11, -0.5
- COc1ccccc1NC(=O)Nc1nnc(C(C)C)s1
  -1, 10, 100, -4, 0.1, 5, 0, -3, -1.2

The list continues.
The line under a structure holds: NALP1 inh, MEKK2mut PB1 HTS, MEKK2wt PB1 HTS, OXTR potentiate, V1R ag counter, GPR7 antag, M18AAP inhibitor, GalR3 antagonist, OXTR agonist
- COc1ccc(-c2cc(-c3ccccc3)nc3ncnn23)cc1
  -3, -6, 97, 1, -0.6, 6, -5, ·, -2.7
- Cc1ccc(S(=O)(=O)N2CC(C)N(C(=O)N3CCOCC3)C2C)cc1 (configuration not stated)
  -2, 1, 103, -5, 0.2, -20, 3, -2, 0.6
- COc1ccc(CN2C(=O)c3ccccc3C(/C=N/OCc3ccc(Cl)cc3)C2=O)cc1 (configuration not stated)
  -1, 12, 106, -18, 1.1, -2, 0, -2, 0.2
- CC1(C)CC(=O)C2=C(C1)N(N1CCOCC1)C(N)=C(C#N)C2c1cccs1 (configuration not stated)
  24, 0, 103, -6, -0.3, -3, 2, 1, -1.6
- O=c1[nH]cnc2c1sc1nc(C(F)F)cc(-c3ccccc3)c12
  ·, ·, ·, -4, 0.3, ·, ·, -5, 0.2
- COc1ccc(C)cc1N(C(=O)COc1ccccc1)c1nc2ccccc2s1
  23, -2, 93, -6, -0.1, -2, -8, -2, -1.7
- COc1cc(C(=O)NCC2(c3ccccc3)CCCC2)ccc1OC(C)C
  4, 2, 101, -10, -1.1, -11, -3, 6, -0.9
- COc1ccc(NC(=O)CN2CCC(Cc3ccccc3)CC2)cc1S(=O)(=O)N1CCOCC1
  34, 0, 101, -12, 4.4, -1, -13, -1, 2.1
- O=C(COC(=O)CSc1ccc(F)cc1)NC1CCCCCC1
  ·, ·, ·, -6, -0.4, ·, ·, -2, -1.5
- CCC(C(=O)N1CCOCC1)n1nc(C)c2c(C)n(-c3ccccc3)nc2c1=O (configuration not stated)
  26, 2, 99, -4, 0.8, -15, -11, 0, 0.8

The results go on.
The line under a structure holds: NALP1 inh, MEKK2mut PB1 HTS, MEKK2wt PB1 HTS, OXTR potentiate, V1R ag counter, GPR7 antag, M18AAP inhibitor, GalR3 antagonist, OXTR agonist
- CCOC(=O)Nc1ccc2c(c1)N(C(=O)OCCN(C)C)c1ccccc1CC2
  12&23, 3&1, ?, -6&-3, -0.5&0.7, -2&16, 2&8, -1&-2, 1.4&0.1
- CCOC(=O)c1c(NC(=O)/C=C/c2ccc(C)o2)sc(C)c1C
  3, 3, 102, -3, 0.0, -8, -4, -9, -1.5
- COC(=O)C1CCCCN1C(=O)c1cc(COc2cccc3cccnc23)on1 (configuration not stated)
  11, -2, 104, -3, 2.2, -11, -8, 1, 1.4
- O=C(CN1CCN(C(=O)c2cccs2)CC1)NC1CCCCC1
  -2, -11, 88, -9, 0.6, -1, -8, -1, 0.5
- Cn1nc(C(=O)Nc2sc3c(c2C#N)CCCC3)ccc1=O
  1, -2, 99, -4, 0.2, -6, 7, -3, 0.6
- Cn1ncc2c(N3CCCCC3)nc(NCCCO)nc21
  -17, 4, 101, 1, -0.1, -10, -1, -1, -0.1
- CC(C)(C)c1cc(-c2n[nH]c(=S)n2-c2ccc(Cl)cc2)n[nH]1
  -1, 4, 106, -10, 1.2, -6, -1, -4, 0.7
- CCN(CC(=O)NCc1cccs1)CC(=O)Nc1cccc(S(N)(=O)=O)c1
  ·, ·, ·, 1, 1.9, ·, ·, -1, 0.6
- CCCOc1ccc(C(=O)CCCC(=O)c2ccc(OCCC)cc2)cc1
  -1, -1, 103, -2, 0.5, 4, 6, -10, 1.0
- COc1ccccc1NC(=O)Nc1cc(NC(=O)Nc2ccccc2OC)c(C)nc1C
  19, -2, 102, -13, 0.4, -1, -15, -3, 0.2

More entries follow:
The line under a structure holds: NALP1 inh, MEKK2mut PB1 HTS, MEKK2wt PB1 HTS, OXTR potentiate, V1R ag counter, GPR7 antag, M18AAP inhibitor, GalR3 antagonist, OXTR agonist
- C/C=C(\C)CN1CCCC(N(C)CCc2ccc(OC)c(OC)c2)C1 (configuration not stated)
  -16, 11, 106, 4, 0.2, -12, -2, -10, 0.2
- CN(CC(=O)Nc1c(Cl)cccc1Cl)C(=O)CNC(=O)c1ccco1
  ·, ·, ·, -4, -0.3, ·, ·, -3, -0.3
- CCOC(=O)N1CCN(C(=O)c2cc3cc(Br)ccc3oc2=O)CC1
  21, 1, 102, -10, 0.0, 3, -8, -3, -0.8
- COc1ccc(-c2[nH]ncc2CN(C)CCc2c(C)n[nH]c2C)c(F)c1
  -10, -2, 101, -7, 1.4, -5, -1, -5, 0.1
- CCN(CC(=O)Nc1ccccc1C(F)(F)F)C(=O)CN1C(=O)NC2(CCCC2)C1=O
  ·, ·, ·, 1, 0.9, ·, ·, -6, 0.5
- CCN(CC)S(=O)(=O)c1cc(OC)c(Cl)cc1Cl
  21, 14, 108, 2, -1.2, 17, 8, -6, -1.3
- COCCN=c1scc(-c2cccs2)n1/N=C(\C)c1ccco1
  1, 0, 102, -7, -0.8, -7, -1, -3, -2.9
- COc1cc(NC(=O)Cc2ccccc2)ccc1NC(=O)Cc1ccccc1
  18, 3, 102, 4, 0.9, -1, -7, -2, -1.4
- CC(=O)C1=C(O)C(=O)N(Cc2ccccc2)C1c1ccc(Cl)cc1 (configuration not stated)
  8, 3, 106, -1, -1.2, 9, 0, -13, -0.7
- COc1ccccc1C(=O)Nc1ccncc1
  13, 5, 104, 1, 0.1, -13, -7, -3, 0.5
- CCOc1ccc(CCNC(=O)COC(=O)c2sccc2C)cc1OCC
  ·, ·, ·, -3, -1.2, ·, ·, -4, -2.6
- COc1cc(NC(=O)CSc2nc3ccccc3n2-c2ccccc2)c(C)cc1[N+](=O)[O-]
  24, -4, 91, -10, 1.4, -10, 0, 3, -1.7

Just OXTR agonist, for two of the compounds above:
structure | OXTR agonist
CCOc1ccc(CCNC(=O)COC(=O)c2sccc2C)cc1OCC | -2.6
COc1cc(NC(=O)CSc2nc3ccccc3n2-c2ccccc2)c(C)cc1[N+](=O)[O-] | -1.7
